Bioassay records deposited in PubChem BioAssay by National Center for Advancing Translational Sciences (NCATS).
RORg inh = inhibitors of mouse ROR gamma transcriptional activity. AID 2551. 5.4% of 310,000 active. Drosophila S2 Gal4-RORgamma UAS-luciferase reporter, 20 h. P51450. Potency, µM (titrated, usually from 53.6 µM), without a hit: at the highest dose activity change, negative = inhibition, most hits filed as inhibitors; also: potency is read from the fitted curve at half-maximal effect; % is scaled to controls: 0 for no effect and ±100 for the full control effect; nearly all actives have a fitted effect of over 60% in size
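A Gal4/UAS one-hybrid system in insect cells: metallothionein-promoter Gal4–ROR gamma fusion plus Photinus luciferase reporter. Copper sulfate 700 uM final, 20 hr ambient incubation, luminescent detection after 10 min with reagent.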
Gal4-VP16 FLuc = inhibits Gal4-VP16 luciferase reporter, ROR gamma counter-screen; Drosophila S2 Gal4-VP16 UAS-luciferase, luminescence, 20 h; Potency, µM (series often up to 53.6 µM), inactives show top-dose activity, negative = inhibition, usual class: inhibitors; 3.5% of 310,000 active;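 also: Gal4-VP16 expression switched on by copper sulfate through the metallothionein promoter; potency is read from the fitted curve at half-maximal effect; % is scaled to controls: 0 for no effect and ±100 for the full control effect; nearly all actives have a fitted effect of over 50% in size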
ELG1 repair inh = blocks ELG1-dependent DNA repair in HEK293T cells; HEK293T ELG1-luciferase reporter, luminescence, 16 h; DNA damage induced by 5-fluorouridine; Potency, µM (series often up to 46.1 µM), for the others: at the highest dose activity change, negative = inhibition, usual class: inhibitors; 2.3% of 330,000 active; also: potency is read from the fitted curve at half-maximal effect; % is scaled to controls: 0 for no effect and ±100 for the full control effect; nearly all actives have a fitted effect of over 55% in size
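Step one: seed 2,000 cells per well. Step two: pin-transfer compound or DMSO alongside 5-fluorouridine. Step three: incubate 16 hr, 37 °C, 5% CO2. Step four: add ONE-Glo, wait 30 min, read luminescence.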
Rab9 promoter act = Rab9 promoter activation; Huh7 Rab9 promoter-luciferase reporter, luminescence, 24 h; Potency, µM (doses to about 9.22 µM), inactives show at the top dose activation, negative = inhibition, usual class: activators; 2.8% of 320,000 active; also: potency is read from the fitted curve at half-maximal effect; % of control where 0% means no effect; nearly all actives have a fitted effect of over 60% in size
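Luminescence read-out: Huh7 cells stably expressing Rab9-luciferase, treated 24 h with compound at 37 °C, then lysed with luciferase reagent for 10 min at ambient before reading.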
p53 reactivator = re-activators of mutant p53; Potency, µM (series often up to 92.2 µM), without a hit: at the highest dose activity change, positive = activation, most hits filed as activators; 0.063% of 320,000 active; H1299 p53-A138V BP100-luciferase reporter, luminescence, 24 h; AID 504706; also: potency is read from the fitted curve at half-maximal effect; % of control where 0% means no effect; nearly all actives have a fitted effect of over 45% in size
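p53-null H1299 cells stably carrying temperature-sensitive p53-A138V and a BP100-luciferase reporter were pinned with compounds (4-point, 1:5 series) and held 24 hrs at 37 deg C. Luminescence was read 10 min after detection reagent.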
NPC1 promoter act = NPC1 promoter activation. Huh7 NPC1 promoter luciferase reporter, 24 h. Potency, µM (titrated, usually from 9.22 µM), for inactives: top-dose activation, hits mostly activators. 2.4% of 320,000 active. AID 485313;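 also: potency is read from the fitted curve at half-maximal effect; % of control where 0% means no effect; nearly all actives have a fitted effect of over 60% in size; reporter is driven by a mutant NPC1 promoter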
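Huh7 reporter cells (NPC1 promoter driving luciferase) are dosed with compound for 24 h at 37 °C, 5% CO2; luciferase detection reagent is then added and luminescence measured after 10 min at ambient temperature.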
BRCA1 expr act = activators of BRCA1 expression. Potency, µM (doses to about 46.1 µM), for the others: top-dose activation, usual class: activators. MCF7-BRCA1-FFLuc reporter, luminescence, 48 h; response scale: scaled: vehicle 0%, 10 µM genistein 100%. 1.1% of 380,000 active; also: potency is read from the fitted curve at half-maximal effect; nearly all actives have a fitted effect of over 80% in size; some results filed as inactive show a strong effect at the top dose
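Luminescence from a BRCA1-driven firefly luciferase in MCF7 cells was read after 48 h compound exposure at 37 C. Data normalized against DMSO and a 10microM genistein activation control, then curve-fitted across the titration.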
ELG1 genotox = inducers of genotoxicity in HEK293T ELG1-luciferase cells. AID 504466. 1.3% of 330,000 active. Potency, µM (titrated, usually from 46 µM), inactives show at the top dose activity change, positive = activation, actives largely listed as activators. HEK293T ELG1-luciferase reporter, luminescence, 16 h; also: potency is read from the fitted curve at half-maximal effect; % of control where 0% means no effect; nearly all actives have a fitted effect of over 60% in size
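HEK293T cells expressing luciferase-tagged ELG1 were exposed to compound or DMSO vehicle for 16 hr at 37 °C and 5% CO2. Luciferase activity was then measured with ONE-Glo after 30 min at room temperature.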
Tb PFK block = T. brucei PFK enzyme inhibition. 0.17% of 330,000 active. O15648. AID 485367. T. brucei PFK, ADP-Glo luminescence. Potency, µM (doses to about 57.5 µM), for inactives: top-dose activity, negative = inhibition, hits mostly inhibitors;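 also: potency is read from the fitted curve at half-maximal effect; 0% = uninhibited 1x PFK enzyme wells and -100% = no-enzyme wells; nearly all actives have a fitted effect of over 60% in size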
Target sequence (O15648 whole entry, looked up): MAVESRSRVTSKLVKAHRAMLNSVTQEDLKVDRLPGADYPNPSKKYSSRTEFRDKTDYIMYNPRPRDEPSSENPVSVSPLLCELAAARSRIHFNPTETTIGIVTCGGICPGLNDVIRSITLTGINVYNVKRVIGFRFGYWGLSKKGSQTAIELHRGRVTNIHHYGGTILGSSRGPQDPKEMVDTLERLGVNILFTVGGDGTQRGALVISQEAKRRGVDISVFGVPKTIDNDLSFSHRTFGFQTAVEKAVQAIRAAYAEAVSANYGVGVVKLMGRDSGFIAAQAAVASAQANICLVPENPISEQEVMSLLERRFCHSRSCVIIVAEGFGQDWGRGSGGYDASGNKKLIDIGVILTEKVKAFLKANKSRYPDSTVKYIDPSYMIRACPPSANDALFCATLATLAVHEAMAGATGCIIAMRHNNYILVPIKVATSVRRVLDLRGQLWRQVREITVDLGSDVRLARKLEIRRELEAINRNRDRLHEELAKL
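Luminescent ADP detection (ADP-Glo, two-step: ATP depletion then ADP-to-ATP conversion for luciferase) reported PFK activity after 45 min room-temperature reaction of 1.25 nM enzyme with 0.5 mM F6P and 0.1 mM ATP at pH 8.0.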
FLuc counter = counter-screen for miR-21 project: firefly luciferase inhibitors or activators | 6.9% of 360,000 active | Potency, µM (highest dose often 57.5 µM), without a hit: top-dose activity change, negative = inhibition, hits mostly inhibitors | purified FLuc, Km substrates, luminescence inhibition | P08659;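 also: potency is read from the fitted curve at half-maximal effect; plate controls were vehicle for no effect and reference inhibitor for full effect; nearly all actives have a fitted effect of over 55% in size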
Target sequence (P08659 whole entry, looked up): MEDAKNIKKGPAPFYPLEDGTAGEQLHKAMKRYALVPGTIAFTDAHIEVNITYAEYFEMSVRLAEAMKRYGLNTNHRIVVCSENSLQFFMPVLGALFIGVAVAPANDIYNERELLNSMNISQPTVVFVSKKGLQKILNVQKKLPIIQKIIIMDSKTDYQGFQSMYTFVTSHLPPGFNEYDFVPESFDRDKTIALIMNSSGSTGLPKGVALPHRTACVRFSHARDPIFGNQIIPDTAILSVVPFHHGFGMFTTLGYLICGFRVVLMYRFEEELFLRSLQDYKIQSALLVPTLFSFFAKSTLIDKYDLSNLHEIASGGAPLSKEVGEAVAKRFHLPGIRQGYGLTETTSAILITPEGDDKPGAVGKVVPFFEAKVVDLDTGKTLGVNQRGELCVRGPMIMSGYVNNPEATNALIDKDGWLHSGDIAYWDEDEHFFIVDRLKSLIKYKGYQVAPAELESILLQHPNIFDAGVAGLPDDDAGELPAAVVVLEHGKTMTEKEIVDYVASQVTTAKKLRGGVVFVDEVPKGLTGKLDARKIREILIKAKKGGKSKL
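Biochemical qHTS of compounds, final roughly 60 µM downward over six points, against 10 nM purified firefly luciferase using Km concentrations of substrates (10 uM D-luciferin, 10 uM ATP) in Tris acetate pH 7.5 buffer; luminescence output.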
TRPV1 ag = activates the human vanilloid receptor TRPV1; AID 540275; activation, % at 8.33 µM; TRPV1-expressing cells, Fluo-8 calcium influx, agonist mode; 0.19% of 320,000 active; Q8NER1; in the data active = activation above about 80%; inconclusive = between about 30% and that limit; also: 0% is about no effect
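Fluo-8 calcium influx in TRPV1-expressing cells, kinetic read (ex 480/em 520 nm). Compound added and read 3 min for agonist activity, followed by capsaicin at EC20 final and 2 min further read for enhancement.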
The depositor's hits bear a star; ? = inconclusive; . = not tested or not shown; & = joins results of further samples; [ ] = remark or other dose. Unless noted, calls follow the shape of the dose curve; as a rule, active = well fitted curve in the direction sought with a large enough effect; inconclusive = small, poorly fitted or top-dose-only effect, or another doubt; inactive = no such curve, though single readings can be large; an effect the other way counts as inactive or inconclusive.

Structure	TRPV1 ag	ELG1 genotox	NPC1 promoter act	RORg inh	Tb PFK block	Rab9 promoter act	Gal4-VP16 FLuc	p53 reactivator	ELG1 repair inh	BRCA1 expr act	FLuc counter
CCOC(=O)c1oc2ccccc2c1NC(=O)COC	7	2%	4%	-14%	-1%	-5%	?	16%	9%	4%	1%
O=C(COc1ccccc1)N[C@@H]1c2ccccc2CC[C@@H]1O	.	1%	.	.	-11%	.	.	-8%	-2%	-1%	.
Cc1ccc(NC(=O)C2CCN(S(=O)(=O)c3cnc[nH]3)CC2)nc1	3	0%	-5%	-7%	5%	-3%	0%	-5%	1%	-4%	4%
O=C(O)/C=C/c1ccc(S(=O)(=O)Nc2ccc3[nH]c(=O)[nH]c3c2)cc1	3	-3%	-13%	-19%	-28%	-2%	7%	1%	-1%	-3%	5%
COc1ccc(NC(=O)CSc2nnc(Cc3ccccc3)o2)c(OC)c1	10	0%	10%	1%	6%	-5%	2%	2%	-16%	0%	1%
COc1cc(S(=O)(=O)Nc2ccc(C(=O)NCC(=O)O)cc2)ccc1NC(C)=O	1	2%	4%	-10%	1%	-6%	-12%	3%	0%	15%	-2%
CC(C)(C)C(=O)N1CCN(c2nc3ccccc3o2)CC1	18	2%	3%	17%	-1%	2%	5%	-3%	-18%	12%	-4%
CC(C)c1nc(SCC(=O)NC2CCCC2)c2c(=O)n(C)c(=O)n(C)c2n1	6	6%	-7%	0%	-3%	17%	0%	1%	11%	15%	4%
COc1ccccc1N1CCN(C(=O)c2sc3nc4n(c(=O)c3c2C)CCC4)CC1	0	-1%	-3%	3%	2%	-4%	-1%	2%	?	-8%	1%&6%
CCc1ccc(C(C(=O)NCc2ccc(F)cc2)N(C(=O)c2csnn2)C2CC2)cc1 (centres undefined)	22	-11%	-3%	4%	2%	-1%	8%	-6%	-3%	-2%	0%
Cc1c(C(C)C)c(=O)n(-c2ccc(S(=O)(=O)NC3CCCCC3)cc2)n1C	13	-7%	-27%	?	-1%	-19%	11µM*	-4%	2.1µM*	-40%	2%
COC(=O)c1ccc2c(c1)SC1=C(CCCC1=O)N2	.	21µM*	20%	-11%	?	-2%[1.84 µM]	-17%	9%	?	64%	19µM*
Cc1occc1C(=O)Nc1cnn(CCCC(=O)O)c1	1	2%	-1%	-14%	2%	-3%	-17%	-6%	24%	-4%	2%
O=C(N/N=C1\CCCc2ccccc21)c1ccc([N+](=O)[O-])cc1Cl	4	-3%	8%	4%	-1%	8%	0%	14%	14%	16%	?
COc1ccc(NC(=O)N2CCN(c3ccc([N+](=O)[O-])cc3)CC2)cc1OC	?	-16%	2%	42%	?	-4%	16%	-6%	-11%	-20%	-1%
NC(=O)CC1NC(=O)c2ccccc21 (centres undefined)	1	3%	-5%	-7%	-4%	1%	-7%	-3%	-4%	-1%	-1%
CN(C)C(=S)NC(=NCc1ccc([N+](=O)[O-])cc1)c1ccccc1	5	1%	-5%	20µM*	-15%	-5%	-21%	-4%	0%	-20%	1%
COC(=O)/C=C/c1cnc2ccccc2c1	9	13%	25%	42%	-1%	28%	1%	?	?	50%	?
Cc1onc(-c2c(F)cccc2Cl)c1C(=O)Nc1nc2ccccc2[nH]1	3	-8%	21%	2.8µM*	6%	17%	?	24%	?	-31%	-17%
Cn1cncc1C#Cc1c(-c2ccsc2)sc2ccccc12	.	-2%	.	.	2%	.	.	-3%	0%	-45%	.
O=C(COC(=O)c1c[nH]c2ccccc12)NC1CCCCC1	2	4%	-3%	.	-24%	-4%	.	22%	26%	11%	.
O=C(c1ccc([N+](=O)[O-])cc1)c1cc2ccc(O)cc2oc1=O	-1	0%	-2%	28%	4%	0%	19%	5%	9%	1%	-4%
O=C(Cn1c(NCCCO)nc2ccccc21)c1ccc(F)cc1	-3	0%	-5%	-15%	1%	2%	0%	8%	0%	24%	1%
CCC(Cc1ccccc1)NC(=O)Cn1ncc2ccsc2c1=O (centres undefined)	4	17%	-13%	15%	-4%	4%	8%	-2%	-4%	4%	-65%
Cc1noc(C)c1COc1ccc(C(=O)NCC(c2c(F)cccc2Cl)N(C)C)cc1 (centres undefined)	-3	9%	-1%	.	-3%	-7%	.	-11%	?	-10%	8%
COC(=O)CSc1nnc(CNC(=O)c2ccc(OC)cc2OC)n1C	0	-3%	0%	-12%	1%	3%	-4%	0%	-11%	8%	-1%
c1ccc(-c2nnc(-c3ccccc3)nn2)cc1	1	?	3.2µM*	-1%	0%	1.3µM*	5%	?	?	43%	0.38µM*
COCc1[nH]nc2c1C(c1ccsc1)C(C#N)=C(N)O2 (centres undefined)	-4	8%	-4%	0%	2%	1%	7%	4%	?	-24%	-1%
CC(C)(C)CC(=O)O/N=C(\N)c1ccncc1	1	4%	8%	-6%	-2%	1%	4%	2%	?	26%	?
O=C(Nc1ncc(Br)s1)C(Cc1ccccc1)n1cccc1 (centres undefined)	17	-11%	-4%	13µM*	-4%	-3%	?	5%	?	-45%	1%
CS(=O)(=O)N(CC(=O)NCCSCc1ccco1)c1ccc2c(c1)OCO2	1	2%	0%	1%	0%	-6%	4%	-1%	-4%	19%	4%
O=[N+]([O-])c1ccc(N2CCN(S(=O)(=O)c3ccccc3)CC2)cc1	-4	-3%	-2%	30%	-1%	1%	4%	-2%	?	-48%	0%
CCOC(=O)/C=C(/C)N1N=C(c2ccc(OC)cc2)CC1c1cccc([N+](=O)[O-])c1 (centres undefined)	2	1%	7%	21%	0%	19%	-2%	?	?	27%	?
Cc1cc(N)ccc1NC(=O)c1ccccc1	-3	0%	0%	-3%	1%	12%	-2%	-8%	?	2%	-6%
CCO[C@H]1OC(C(=O)N2CCN(Cc3ccc4c(c3)OCO4)CC2)=C[C@@H](c2ccccc2)[C@@H]1CCCO	?	-9%	1%	16%	0%	-3%	11%	?	-13%	-7%	1%
O=c1c2ccccc2[nH]c(=S)n1Cc1ccccc1	?	2%	3%	4µM*	-1%	5%	5µM*	-1%	5%	1%	3%
COc1cc2c(cc1NC(=O)CSc1nnc(Cc3cccs3)n1C)oc1ccccc12	-1	-2%	9%	-7%	0%	-3%	-5%	7%	?	-50%	?
O=C(O)c1ccc(CSc2nnc(-c3ccncc3)n2-c2ccc(Br)cc2)cc1	0	-4%	-5%	22%	0%	-2%	0%	4%	-1%	-5%	3%
CN(CC(=O)Nc1ccccc1Cl)C(=O)c1cc(C2CC2)nn1-c1ccccc1	12	-2%	-6%	.	-2%	2%	.	-7%	-8%	32%	1%
CCOc1ccc(C(=O)NN2C(=O)C3C4C=CC(O4)C3C2=O)cc1 (centres undefined)	-3	6%	1%	-19%	2%	-3%	9%	27%	21%	30%	?
O=C(NNC(=O)c1cc(Br)ccc1O)c1csc(N2CCOCC2)n1	-5	-6%	-2%	.	-2%	-17%	.	?	?	-14%	.
Cc1cc(C)n(-c2ccc(C(=O)Nc3ccc(N4CCOCC4)cc3)cc2)n1	?	-18%	18%	6%	3%	9%	-2%	4%	?	20%	-13%
CN(CC(=O)Nc1ccccc1C(F)(F)F)C(=O)CCc1nc2sc3c(c2c(=O)[nH]1)CCCC3	2	-1%	-4%	0%	-1%	-6%	-2%	-27%	?	-30%	5%
CCn1c(Sc2ccc(N)cc2Cl)nc2ccccc21	11	0%	3%	?	-3%	-1%	-15%	-4%	1%	-2%	-6%
O=C(Nc1cccc(Cl)c1)C1CCCN(S(=O)(=O)c2cnc[nH]2)C1 (centres undefined)	-2	-1%	0%	-8%	2%	-7%	13%	-5%	-8%	0%	-1%
N#Cc1ccccc1Sc1ccccc1C(=O)OCC(=O)NC12CC3CC(CC(C3)C1)C2	4	-2%	-1%	38%	5%	-3%	?	1%	21µM*	-36%	-15%
Cc1ccccc1NC(=O)COC(=O)CC1CCCC1	15	1%	1%	.	-3%	1%	.	6%	13%	5%	1%
CC(=O)N(CCC1(C(C)C)CCOC(C)(C)C1)C(C)c1cccs1 (centres undefined)	26	-8%	13%	43%	-1%	-10%	-27%	-2%	0%	0%	4%
